Growth percent in the NCI-60 one-dose screen (48 h, 10 µM unless noted): 100 = growth as untreated, 0 = no growth, -100 = all killed.
A498: A498 renal cancer cells. 76,000 tested, 5.4% active
OVCAR-3: OVCAR-3 ovarian cancer; AID 1794787; 79,000 tested, 7% active
SK-OV-3: SK-OV-3 ovarian cancer cells | 80,000 tested, 3.2% active | AID 1794785
OVCAR-5: OVCAR-5 ovarian cancer. 82,000 tested, 2.9% active
RXF 393: RXF 393 renal cancer cells; 77,000 tested, 6.9% active
OVCAR-4: OVCAR-4 ovarian cancer cells; AID 1794784; 80,000 tested, 3.7% active
ACHN: ACHN renal cancer. 81,000 tested, 4.9% active
OVCAR-8: OVCAR-8 ovarian cancer | 81,000 tested, 4.4% active | AID 1794782
IGROV1: IGROV1 ovarian cancer; 79,000 tested, 4.7% active; AID 1794786
The depositor's hits bear a star; x = not tested or not shown; & = joins results of further samples; ! = a repeat was not active; [ ] = dose if it differs, or a comment. How the source made its calls: active means growth percent below 10; inactive means the rest.

The line under a structure holds: A498	OVCAR-3	SK-OV-3	OVCAR-5	RXF 393	OVCAR-4	ACHN	OVCAR-8	IGROV1
O=C(N/N=C\c1ccc(N(CCCl)CCCl)cc1Cl)c1cccnc1
 : -94*	58	95	-3.0*	83	54	98	96	37
O=[N+]([O-])c1ccc(N2CCOCC2)c2nonc12
 : 73	106	100	113	112	85	96	x	108
COC(=O)[C@@H](NC(=O)c1cn(CCC2CCCCC2)c2ccccc12)C(C)(C)C
 : 84	77	79	82	84	69	60	78	62
c1cncc([C@@H]2CCCCN2)c1
 : 108	105	107	99	110	105	99	92	95
NC(Cc1ccccc1)c1ccccc1 (stereo not given)
 : 100	118&112	103&101	96&99	109&105	112&103	101&105	108&104	101&107
O=[N+]([O-])c1cccc(P(=O)(O)O)c1
 : 112	114	110	100	98	97	99	95	101
COc1ccccc1/C=C(/C)[N+](=O)[O-]
 : 118&99	101&78	82&115	91&104	-1.3*!	102&105	107&71	103&86	96&71
NC1=NNC2NNC(N)=NC2=N1 (stereo not given)
 : 106	114	118	91	157	123	103	110	104
O=C(CBr)c1cccnc1
 : 115	108	102	103	108	107	100	97	101
c1ccc(Nc2ccc3ccccc3c2)cc1
 : x	94	115	103	108	101	106	101	98
O=C(O)c1ccc([N+](=O)[O-])c([N+](=O)[O-])c1
 : 97	125	103	116	107	104	109	111	145
O=C(CCN1CC2CCC(CC2)C1)c1ccco1
 : 99	111	103	104	107	122	107	109	110
S=C=NCc1ccccc1
 : 92	110	105	95	x	113	105	109	110
CC(=O)OCC1O[C@@H]([S-])C(OC(C)=O)[C@H](OC(C)=O)[C@@H]1OC(C)=O.[Au+].c1ccc(CN2[CH-]N(Cc3ccccc3)C(c3ccccc3)=C2c2ccccc2)cc1
 : 42	-18*	57	93	-52*	60	30	53	14
ClCCN(CCCl)c1nc(Cl)c(C2CC(c3ccc(Br)cc3)=NN2c2ccccc2)s1 (stereo not given)
 : 111	94	81	91	119	98	90	88	94
Cc1ccc(N2CCN(CCO)CC2)cc1
 : 107&92	115&101	105&107	106&108	99&97	108&104	105&105	102&98	105&99
c1c[se]c(-c2nc3ccccc3[nH]2)c1
 : 106	111	84	104	110	99	111	101	107
O=C(CCl)c1ccccc1
 : 104	112	118	112	106	107	113	98	105
C[C@]1(O)CC[C@H]2[C@@H]3CC[C@H]4CC(=O)CC[C@]4(C)C3=CC[C@@]21C
 : 116	125	120	92	108	93	100	102	98
ClC(OCC(Cl)(Cl)Cl)C(Cl)(Cl)Cl (stereo not given)
 : 91	114	110	104	106	103	102	109	114
CCCCN(CCCC)CC(O)c1ccc(C2CCCCC2)cc1 (stereo not given)
 : 79	97	96	89	99	90	87	89	87
Oc1ccc(Cc2ccc(O)cc2)cc1
 : 101	117	129	115	x	99	112	95	106
NCCc1c[nH]c2ccc(F)cc12
 : 96	107	108	109	109	103	109	102	105
CCCn1nnnc1N
 : x	108	102	89	98	84	114	100	111
C=CCC1(CC=C)C(=O)N(C)C(=O)N(c2ccccc2)C1=O
 : 104	108	102	97	121	109	106	104	101
O=C1CC2(CCNCC2)Oc2cccnc21
 : 113	119	111	118	125	104	104	102	106
OC(c1ccccc1)C1CCNCC1 (stereo not given) (tested in a mixture with another compound)
 : 88	102	89	102	94	98	98	104	108
Cn1nc(-c2ccc(S(=O)(=O)F)cc2)s/c1=N/NC(=O)c1ccccc1
 : 124	114	111	97	113	101	100	103	114
CCCCOC1OCN(C2CCCCC2)CC1(C)C (stereo not given)
 : 96	110	100	112	103	107	106	106	104
CCOP(=O)(NCCc1ccccc1)OCC
 : 120	109	96	129	122	114	133	102	117

The closing 3 records of the part before open the next one:
The line under a structure holds: A498	OVCAR-3	SK-OV-3	OVCAR-5	RXF 393	OVCAR-4	ACHN	OVCAR-8	IGROV1
Cn1nc(-c2ccc(S(=O)(=O)F)cc2)s/c1=N/NC(=O)c1ccccc1
 : 124	114	111	97	113	101	100	103	114
CCCCOC1OCN(C2CCCCC2)CC1(C)C (stereo not given)
 : 96	110	100	112	103	107	106	106	104
CCOP(=O)(NCCc1ccccc1)OCC
 : 120	109	96	129	122	114	133	102	117
CN(c1ccccc1)P(=O)(N1CC1)N1CC1
 : 100	109	104	90	103	94	88	99	99
CC(C)N=C(NC(C)C)N1CC1
 : 116	109	115	106	122	104	109	108	123
CNCC(O)c1ccc(O)cc1 (stereo not given)
 : 108&103	104&113	97&107	94	107&112	99&106	94	88&115	101&99
O=C(CBr)OCCOC(=O)CBr
 : 150	87	133	117	-7.6*	38	83	94	-46*
CCCCCCCCCCCC1CCCC(C)N1 (stereo not given)
 : 96	91	121	89	78	85	78	67	-40*
Oc1ccc(Cl)cc1Cc1ccccc1
 : x	110	113	96	103	108	95	103	x
C[Se]CC(O)C(=O)N1CCOCC1 (stereo not given)
 : 117	106	97	97	119	104	103	103	104
C#Cc1cccc(NC(=O)Nc2ccc(NS(=O)(=O)F)cc2)c1
 : 77[8.25 µM]	120[8.25 µM]	111[8.25 µM]	101[8.25 µM]	x	110[8.25 µM]	100[8.25 µM]	105[8.25 µM]	104[8.25 µM]
Nc1c(Br)cc(Br)cc1Br
 : 97	120	111	91	114	110	96	114	118
CC1(C)C(C(=O)c2cn(CCCCO)c3ccccc23)C1(C)C
 : 104	107	102	103	109	112	110	85	118

Looked up one by one from the entries so far:
The line under a structure holds: A498	OVCAR-3	SK-OV-3	OVCAR-5	RXF 393	OVCAR-4	ACHN	OVCAR-8	IGROV1
CCCCCCCCCCCC1CCCC(C)N1 (stereo not given)
 : 96	91	121	89	78	85	78	67	-40*
Oc1ccc(Cl)cc1Cc1ccccc1
 : x	110	113	96	103	108	95	103	x

New compounds follow
The line under a structure holds: A498	OVCAR-3	SK-OV-3	OVCAR-5	RXF 393	OVCAR-4	ACHN	OVCAR-8	IGROV1
N#[N+]c1c(C(=O)O)[nH]c(=O)[nH]c1=O
 : 112	101	107	99	111	98	103	112	105
C[C@]12C[C@@H](CO)[C@H](O)C[C@@H]1CC[C@@H]1[C@@H]2CC[C@]2(C)[C@@H](O)CC[C@@H]12
 : 95	101	106	104	113	105	101	97	105
NC(=O)OCc1ccccc1
 : 94	103	119	103	x	108	104	83	58
COc1ccc2oc(=O)cc(C3C(C#N)=C(N)Oc4c3c(=O)oc3ccccc43)c2c1 (stereo not given)
 : 100	101	98	103	104	101	96	93	95
CC(C)CCCCCCCO[P+](=O)OCCCCCCCC(C)C
 : 102	108	116	112	107	118	107	106	114
COc1cc2c(cc1OC)[C@@]13CCN4C=C5[C@H](C(F)(F)F)CO[C@H]6CC(=O)N2[C@H]1[C@H]6[C@H]5C[C@H]43
 : 128	125	106	129	113	113	104	107	122
CC1=C2CCC3C(CC[C@]4(C)C(=O)CCC34)[C@@]2(C)CCC1=O (stereo not given in full)
 : 59	86	105	66	123	106	50	59	31
COC[C@@H]1C[C@@]2(C)[C@@H](CC[C@@H]3[C@@H]2CC[C@]2(C)[C@@H](O)CC[C@@H]32)CC1=O
 : 92	108	117	94	115	105	100	100	93
CCC1(CC)C(=O)NC(=O)N(c2ccccc2)C1=O
 : 98&55	109&115	99&102	103&100	98&103	102&115	114&106	106&101	103&114
CCOP(=O)(CN(CCO)CCO)OCC
 : 91	111	116	104	109	96	100	98	112
CC1(C)CCOC1=O
 : 107	125	105	109	111	109	109	99	110
COC(=O)NP(=S)(c1ccccc1)c1ccccc1
 : 87	111	92	105	110	97	102	100	105
CC(C)[C@]12O[C@H]1[C@@H]1O[C@]13[C@]1(O[C@H]1C[C@H]1C4=C(CC[C@@]13C)C(=O)OC4)[C@@H]2OC(=O)OC(C)(C)C
 : -37*	5.4*	44	24	-52*	29	9.9*	17	-5.6*
O=C(C(=O)N1CCCC1)c1cn(Cc2ccccc2)c2ccccc12
 : 63	101	103	81	123	82	94	97	82
CCC1([N+](=O)[O-])COP(=O)(NCc2cccnc2)OC1 (stereo not given)
 : 94	113	94	100	106	112	113	108	118
COC(=O)[C@@]12[C@H]3Cc4cccc5c4[C@@]1(O[C@]1(O)CC(=O)N(C3(C)C)[C@]21O)C(=O)N5C
 : 112	118	101	104	118	103	92	97	120
CCCC1(CCO)C(=O)NC(=S)NC1=O
 : 102	104	108	103	111	114	104	110	137
C/C(=N/OC(=O)N(C)C)c1cccs1
 : 92	101	93	102	106	105	101	99	105
CSc1cc(/C=C(\C)[C@@H]2C[C@@H]3O[C@]3(C)CCC[C@H](C)[C@H](O)[C@@H](C)C(=O)C(C)(C)[C@@H](O)CC(=O)O2)n(CCNC(=O)OC(C)(C)C)n1
 : 57	29	80	60	64	82	78	55	54
CC(=O)O[C@H]1CC[C@@]2(C)C(=CC[C@H]3[C@@H]4CC[C@H](C(C)C(=O)N(CCCl)CCCl)[C@@]4(C)CC[C@@H]32)C1 (stereo not given in full)
 : 102	95	91	73	86	76	79	86	56
CN(Cc1ccccn1)N=O
 : 115	108	95	98	130	110	98	108	102
CCCN1CCN(c2ccccc2OC)CC1
 : 98	104	100	86	114	120	99	103	93
Clc1cccc(NC2=NCCS2)c1
 : 86	108	110	94	93	93	93	88	93
CC(C)(C)C1(CCO)C(=O)NC(=S)NC1=O
 : 116	118	106	111	124	116	122	109	x
CCCCCCCC(C)(C)c1ccc([C@H]2CCC[C@@H](O)C2)c(O)c1
 : 77	88	85	101	87	75	92	84	83
C=CCNC(Cc1ccccc1)c1ccccc1 (stereo not given)
 : 93	105	102	86	107	109	97	106	95
COC(=O)CC[C@@H](C)[C@H]1CC[C@H]2[C@@H]3CC[C@@H]4C[C@]5(CC[C@]4(C)[C@H]3C[C@H](OC(C)=O)[C@]12C)OO[C@@](C)(C(F)(F)F)O5
 : 90	79	89	106	88	69	93	83	94
c1ccc(Nc2nc(-c3ccc4ccccc4c3)c[se]2)cc1
 : 68	100	97	89	x	79	88	95	62
CCN(CC)c1ccc(C=C2C(=O)NC(=S)NC2=O)cc1
 : 97	81	94	95	-22*	91	96	93	100
CN(C)CCc1ccc(OC(=O)c2ccc(N)cc2)cc1
 : 104	111	98	107	138	109	101	103	107
CCOC(=O)NP(=O)(N1CC1)N1CC1
 : x	119	113	99	118	124	98	98	x
COc1ccc2c(c1)c(-c1nc(-c3cn(C)c4ncccc34)cs1)cn2CCCCN1CCOCC1
 : 58	51	80	57	0.7*	60	32	49	68
CCOP(=O)(OCC)C(O)c1ccc(Cl)cc1Cl (stereo not given)
 : 99	119	109	115	126	x	109	112	96
CN(N)c1ccc([N+](=O)[O-])cc1[N+](=O)[O-]
 : 92	109	110	100	104	92	108	110	101
O=C(CCl)Nc1nccs1
 : 89	70	89	103	80	80	75	83	75
CCCCN(N=O)C(C)=O
 : 124	116	108	106	101	118	102	103	117
CC12C=CC(=O)C=C1CC(O)C1C2CCC2(C)C1CCC2(C)O (stereo not given)
 : x	106	109	105	105	108	104	121	x

Quoted from the listing:
Under OVCAR-4, C/C(=N/OC(=O)N(C)C)c1cccs1 reads 105
Under OVCAR-3, CCCC1(CCO)C(=O)NC(=S)NC1=O reads 104
Under OVCAR-5, c1ccc(Nc2ccc3ccccc3c2)cc1 reads 103

Screens deposited in PubChem by NCI.

A portion of the library; rates above refer to the full screens.
